High-throughput results: PubChem, National Center for Advancing Translational Sciences (NCATS)
GLP1R ag – agonists of human GLP-1 receptor | HEK293 GLP-1R CRE-luciferase, luminescence, 4-6 h; cells express a hypersensitive GLP-1R form | P43220 | AID 624172 | Potency, µM (highest dose often 45.6 µM), without a hit: at the top dose activation, usual class: activators | actives 0.007% (n = 380,000); further: potency means the concentration at half of the fitted maximal effect; % of control where 0% means no effect
GLP-1R inv ag – acts as inverse agonist at human GLP-1 receptor | P43220 | HEK293 GLP-1R CRE-luciferase, luminescence, 24 h; GLP-1R form is constitutively active | Potency, µM (top dose mostly 38.3 µM), for inactives: top-dose activity change, negative = inhibition, actives largely listed as inhibitors | actives 1.6% (n = 410,000); further: potency means the concentration at half of the fitted maximal effect; on the % scale 0 is the no-effect control and ±100 the full control effect; nearly all actives have a fitted effect of over 55% in size
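Using stably transfected HEK293 (constitutively active GLP-1R, cAMP-luciferase reporter), compounds were incubated 24 hr and luciferase measured by luminescence.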
DRD3 agonist – D3 dopamine receptor (human) agonism; actives 0.58% (n = 410,000); D3R DiscoveRx beta-arrestin cells, luminescence, 90 min; P35462; max activation, %; in the data active means max activation above about 30%; further: 0% is about no effect; mostly tested at two doses, the higher about 12 µM
Target sequence (P35462 whole entry, looked up): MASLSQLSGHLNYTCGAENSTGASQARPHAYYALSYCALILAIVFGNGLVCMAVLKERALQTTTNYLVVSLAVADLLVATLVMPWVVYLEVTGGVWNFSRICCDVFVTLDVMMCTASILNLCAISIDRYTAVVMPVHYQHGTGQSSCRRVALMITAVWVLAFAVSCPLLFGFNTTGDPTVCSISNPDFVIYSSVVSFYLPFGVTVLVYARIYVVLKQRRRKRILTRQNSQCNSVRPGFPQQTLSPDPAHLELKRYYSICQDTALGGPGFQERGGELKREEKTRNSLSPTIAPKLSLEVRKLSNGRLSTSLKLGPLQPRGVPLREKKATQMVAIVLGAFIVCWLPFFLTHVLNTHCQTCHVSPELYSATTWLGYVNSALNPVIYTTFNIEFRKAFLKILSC
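Agonist mode: compounds and dopamine controls were applied to plated cells for 90 min at 37 degrees C after an overnight attachment at 1500 cells/well. Luminescent read-out followed 30 - 60 minutes at room temperature with DiscoveRx detection reagent.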
HEK293 tox – cytotoxicity in counter-screen for GLP-1R inverse agonists. HEK293 cAMP-luciferase reporter cells, luminescence, 24 h. Potency, µM (highest dose often 38.3 µM), for the others: top-dose activity change, negative = inhibition, usual class: inhibitors. actives 0.13% (n = 410,000). AID 624418;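 further: loss of luciferase light is scored as toxicity; potency means the concentration at half of the fitted maximal effect; on the % scale 0 is the no-effect control and ±100 the full control effect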
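Quantitative HTS format, 1536 wells, 200 cells/uL seeded. Compounds: 23 nL, 24 h, 37 °C. Detection: luciferase reagent, luminescence at 12 min RT; decreased signal taken as cytotoxic.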
PI5P4Ka inh – blocks human PI5P4K alpha kinase activity. P48426. PI5P4Kalpha enzyme, ADP-Glo luminescence, 60 min; active compounds read low. max response, %. actives 1.2% (n = 330,000); active means max response of -50% or lower; inconclusive means between -30% and -50%; inactive means -30% or higher; further: value at the top dose of about 77 µM; on the % scale 0 is the no-effect control and ±100 the full control effect
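Quantitative HTS of the MLSMR library against PI5P4Kalpha with substrate. ATP added last at 5 microM final; room temperature, 60 minutes. Remaining ATP depleted, ADP converted and read as luminescence.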
WRN inhibitor – blocks human WRN helicase | Q14191 | WRN helicase unwinding, fluorescent forked duplex, kinetic | Potency, µM (highest dose often 114 µM), for the others: top-dose activity change, negative = inhibition, usual class: inhibitors | actives 0.46% (n = 360,000); further: potency means the concentration at half of the fitted maximal effect; on the % scale 0 is the no-effect control and ±100 the full control effect; nearly all actives have a fitted effect of over 55% in size
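Primary qHTS, 1536-well format. 20 nM WRN + compound, 15 min RT; start with 100 nM forked fluorophore/quencher duplex, 2 mM ATP (final); kinetic read ex 525/em 598 nm.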
PLK1 PBD inh – PLK1 (human) polo-box domain binding inhibition; P53350; Plk1 PBD binding of FITC phosphopeptide, fluorescence polarization; Potency, µM, without a hit: max response, negative = inhibition, actives largely listed as inhibitors; actives 2.8% (n = 360,000); further: potency means the concentration at half of the fitted maximal effect; series mostly up to about 57 µM; on the % scale 0 is the no-effect control and ±100 the full control effect; nearly all actives have a fitted effect of over 65% in size
Target sequence (P53350 whole entry, looked up, the tested form may be a part): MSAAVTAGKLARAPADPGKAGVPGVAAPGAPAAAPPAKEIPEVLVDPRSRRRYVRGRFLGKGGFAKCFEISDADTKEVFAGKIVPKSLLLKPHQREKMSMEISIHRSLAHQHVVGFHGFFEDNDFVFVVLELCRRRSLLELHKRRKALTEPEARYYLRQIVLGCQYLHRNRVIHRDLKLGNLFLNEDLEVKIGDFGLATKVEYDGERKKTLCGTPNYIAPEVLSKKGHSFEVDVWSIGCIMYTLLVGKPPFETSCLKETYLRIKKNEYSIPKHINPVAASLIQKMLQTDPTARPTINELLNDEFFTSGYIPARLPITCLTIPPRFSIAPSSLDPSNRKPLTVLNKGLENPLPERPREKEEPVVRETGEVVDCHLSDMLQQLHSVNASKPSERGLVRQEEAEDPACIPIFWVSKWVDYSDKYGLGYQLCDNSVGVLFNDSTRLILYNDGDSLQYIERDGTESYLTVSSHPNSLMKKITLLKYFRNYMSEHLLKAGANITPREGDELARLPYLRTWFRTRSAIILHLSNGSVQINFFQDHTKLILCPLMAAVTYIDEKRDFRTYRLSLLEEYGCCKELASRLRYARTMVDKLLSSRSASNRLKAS
IL2 activator – IL-2 activation; IL-2 activation reporter assay, cell-based qHTS; stimulated with anti-CD3/CD4/CD28 beads; in transgenic mouse T cells; activation, % (series mostly up to about 46 µM); actives 0.065% (n = 360,000); AID 652025; in the data active means activation above about 50%; inconclusive means mostly about 30% to 49%; further: 0% is about no effect
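First, unstimulated transgenic mouse T cells were exposed to compound for 60 min. Next, anti-CD3/anti-CD4-coated beads with anti-CD28 were added. Finally, after 18 h at 37 degrees C, EGFP and DsRed were imaged.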
D3 antag – antagonists of human D3 dopamine receptor; P35462; D3R cells, DiscoveRx beta-arrestin luminescence, antagonist mode; active compounds read low; max response, negative = inhibition, %; actives 2.5% (n = 360,000); AID 652054; in the data active means max response below about -50%; inconclusive means no clear call, values can overlap the other calls; further: on the % scale 0 is the no-effect control and ±100 the full control effect; mostly tested at two doses, the higher about 12 µM
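Cells expressing the human receptor were seeded at 1500 cells/well, incubated overnight at 37 degrees C in 5% CO2, then exposed to library compounds with dopamine controls for 90 minutes at 37 degrees C before luminescent detection.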
Numbers without * were called inactive; ? = inconclusive; . = not tested or not shown; & = joins results of further samples; [ ] = remark or other dose. Unless noted, the call rests on the fitted dose curve; in most records, active means well fitted curve in the direction sought with a large enough effect; inconclusive means small, poorly fitted or top-dose-only effect, or another doubt; inactive means no such curve, though single readings can be large; an effect the other way counts as inactive or inconclusive.

The opening 3 records, to show the layout:
SMILES | GLP1R ag | GLP-1R inv ag | DRD3 agonist | HEK293 tox | PI5P4Ka inh | WRN inhibitor | PLK1 PBD inh | IL2 activator | D3 antag
NC(=O)c1ccc(N2CCN(c3ncc(C(F)(F)F)cc3Cl)CC2)cc1 | -0.4% | 2.9% | -5.7 | 8.0% | 2.4 | 2.3% | ? | 3.9 | 7.0
COc1ccc(C2/C=C\CN3CCC[C@H]3C(=O)N2Cc2ccc(F)cc2)cc1 (some centres undefined) | 4.5% | 1.0% | 3.4 | 2.8% | -5.3 | -3.4% | 0.0% | -0.7 | 52.4
Cc1ccc(S(=O)(=O)N(C)CC(=O)O/N=C(\N)c2ccccn2)cc1 | -6.3% | 7.8% | 2.8 | -2.8% | -4.0 | 5.5% | -3.5% | -0.5 | -1.2

The listing, from the first entry:
SMILES | GLP1R ag | GLP-1R inv ag | DRD3 agonist | HEK293 tox | PI5P4Ka inh | WRN inhibitor | PLK1 PBD inh | IL2 activator | D3 antag
NC(=O)c1ccc(N2CCN(c3ncc(C(F)(F)F)cc3Cl)CC2)cc1 | -0.4% | 2.9% | -5.7 | 8.0% | 2.4 | 2.3% | ? | 3.9 | 7.0
COc1ccc(C2/C=C\CN3CCC[C@H]3C(=O)N2Cc2ccc(F)cc2)cc1 (some centres undefined) | 4.5% | 1.0% | 3.4 | 2.8% | -5.3 | -3.4% | 0.0% | -0.7 | 52.4
Cc1ccc(S(=O)(=O)N(C)CC(=O)O/N=C(\N)c2ccccn2)cc1 | -6.3% | 7.8% | 2.8 | -2.8% | -4.0 | 5.5% | -3.5% | -0.5 | -1.2
Cc1cc(NC(=O)CCN2C(=O)C3C4CCC(C4)C3C2=O)cc(C)c1Br (centres undefined) | -10.3% | ? | 1.3 | -5.3% | -2.4 | -1.1% | -9.2% | -0.3 | 2.0
COc1cc2c(cc1OC)CN(C(C)C(=O)N1CCc3ccccc31)CC2 (centres undefined) | 2.5% | ? | -15.5 | -23.4% | -2.3 | 4.4% | -0.4% | 0.0 | ?
COC(=O)c1cccc(-n2c(C)cc(C=O)c2C)c1C | -2.4% | 0.2% | 3.2 | -21.9% | -1.2 | -16.0% | 3.5% | 0.3 | 8.2
O=C1CC2(CCCCC2)Oc2ccc(OCC(=O)N3CCOCC3)cc21 | 3.8% | 2.7% | -7.2 | 16.6% | . | -7.1% | -10.0% | -3.1 | -11.6
CC(C)Cc1csc(NC(=O)c2ccc(Br)cc2)c1C(=O)O | 6.2% | 8.9% | 0.5 | 1.6% | -2.0 | 0.1% | -3.7% | 0.4 | 3.2
CCOC(=O)Cc1csc(NC(=O)CSc2nnc(-c3ccncc3)o2)n1 | 4.2% | 7.0% | -19.8 | -8.9% | 4.6 | -6.0% | -15.1% | -0.2 | 0.0
CCN(CC)C(=O)c1[nH]cnc1C(=O)N[C@@H](C)c1ccccc1 | 9.1% | 19.8% | -20.8 | 8.3% | 0.4 | 8.8% | -3.2% | 0.3 | ?
Cn1c(-c2ccc3c(c2)OCO3)cnc1NC(=O)CCC(=O)NCCc1ccccc1 | -9.0% | -11.8% | 4.6 | 0.1% | . | 3.1% | -2.4% | 0.3 | 21.4
Cc1nn(-c2ccccc2)c(Cl)c1/C=N/NC(=O)c1ccn[nH]1 | 1.3% | ? | 9.0 | 2.2% | 0.3 | 8.1% | 3.8% | 0.2 | -2.4
COc1ccc(OC)c(NC(=O)c2ccc(CSc3ncccn3)cc2)c1 | 15.6% | -4.8% | 2.7 | 13.3% | -0.7 | -17.9%[57.1 µM] | -7.0% | -5.9 | 2.9
CC1CC(NC(=O)CCn2c(=O)oc3ccccc32)CC(C)(C)C1 (centres undefined) | 9.1% | ? | -0.3 | 3.8% | 9.7 | -0.4% | 0.6% | -1.5 | 7.2
CC(C)(C)S(=O)(=O)c1ccsc1C(=O)O | 1.7% | 2.3% | -1.0 | -15.5% | -3.8 | 3.6% | 4.3% | 0.2 | -5.7
COc1ccccc1Nc1nnc(SCC(=O)N2CC(=O)Nc3ccccc32)s1 | 15.1% | 1.3% | -2.4 | -1.9% | -11.4 | -7.9% | -8.3% | -2.3 | 3.0
COc1cc(CC(=O)NCCc2ccc(S(N)(=O)=O)cc2)cc(OC)c1OC | -4.5% | ? | 1.9 | ? | 7.1 | 3.6% | -3.2% | 2.9 | 12.7
Cc1nn(C)c(C)c1S(=O)(=O)NC1CCCc2ccccc21 (centres undefined) | -1.5% | -16.0% | -3.5 | -4.8% | 0.5 | -13.5% | ? | -0.6 | -4.5
CCC(c1nnc(SCC(=O)Nc2cccnc2Cl)n1-c1ccccc1)N(C)C (centres undefined) | 6.4% | 7.9% | 2.7 | -4.4% | -2.0 | -23.7%[57.1 µM] | -8.3% | 1.4 | -13.7
O=C(Nc1nccs1)c1ccc(COc2ccccc2)o1 | -6.3% | 6.4% | 1.4 | -5.2% | 3.1 | -27.5% | -6.5% | -0.3 | 0.7
O=C(NCC1CCN(Cc2ccccc2)CC1)[C@H]1O[C@@H](n2ccc(=O)[nH]c2=O)[C@H](O)[C@@H]1O | -4.9% | 3.9% | 7.0 | 1.3% | 2.8 | 0.1% | -5.3% | -0.1 | 0.0
CC(/C=C/c1ccc2c(c1)OCO2)=N\NC(=O)c1ccccc1 | 3.2% | 10.7% | 0.1 | 8.4% | 0.7 | 4.0% | -1.9% | 1.4 | 8.8
Cc1ccc(-c2noc(CSc3nnc(CCc4ccccc4)n3-c3ccccc3)n2)cc1 | 5.0% | ? | 4.1 | -1.1% | . | -10.8% | 1.7%&-0.2% | -1.6 | ?
CCC[C@@H](OS(N)(=O)=O)[C@@H](Cc1ccccc1)C(=O)OCC | -3.3% | -13.7% | -2.4 | -6.5% | 0.3 | ? | ? | -3.3 | -8.8
CC1(C(=O)NS(C)(=O)=O)CCN1C(=O)Cc1ccc(Cl)cc1Cl (centres undefined) | -2.7% | 23.5% | 0.5 | 1.9% | 3.4 | -5.3% | 1.9% | 0.1 | 12.9
CC(/C=C/C1(O)C(C)CC(O)CC1(C)C)OC1OC(CO)C(O)C(O)C1O (centres undefined) | 7.9% | 20.0% | -4.5 | 1.8% | 6.7 | -15.1% | -9.6% | 0.2 | 16.3
CN(CC1CCCN(CCc2ccc(Cl)cc2)C1)C(=O)CC(F)(F)F (centres undefined) | -1.8% | -19.6% | -5.5 | 2.5% | -2.3 | -1.1% | -0.9% | 0.9 | 5.2
COC(CNC(=O)C1CCN(S(=O)(=O)c2cccc3nsnc23)CC1)OC | -1.1% | 3.2% | -3.8 | -0.1% | 2.0 | 1.9% | 2.6% | 1.5 | 11.0
COc1ccc(N2CCN(S(=O)(=O)CCNC(=O)COc3cccc(OC)c3)CC2)cc1 | 1.1% | -6.4%&2.1% | -8.3&-1.5 | -4.5%&0.7% | -6.7 | -2.1% | -3.3% | -3.0 | -1.7
O=C(Nc1cccc2ccccc12)c1ccc2sc([C@@H]3O[C@H](CO)[C@@H](O)[C@H]3O)nc2c1 | -1.7% | 5.3% | -1.3 | 6.6% | 3.4 | 0.7% | -13.9% | -0.2 | 7.3
CC1C(=O)N(Cc2cn(CCC3OCCCO3)nn2)CCS(=O)(=O)N1Cc1ccc(-c2ccc(F)nc2)cc1 (centres undefined) | 3.2% | 0.2% | 2.7 | 1.1% | 0.7 | -1.3% | -11.3% | -4.0 | -12.1
COC(=O)NCc1ccc(Cl)c(Cl)c1 | -0.4% | ? | -9.1 | -10.9% | -2.5 | 7.2% | -9.5% | -0.7 | 10.2
CC(C)(C)N=Cc1c(O)ccc2oc3c(c12)CCCC3 | 1.1% | -13.1% | -6.5 | 41.2% | -2.1 | 3.1%[11.6 µM] | ? | -1.6 | -8.9
Fc1ccc(CN2CCN(C(=S)NCCc3ccccc3)CC2)c(Cl)c1 | 5.9% | ? | 4.7 | 2.0% | 1.4 | 6.5% | -17.6% | -4.0 | -22.5
Cc1ccc(C(=O)N2CC=C(c3ccccc3)CC2)o1 | 13.2% | ? | -4.2 | -0.9% | -4.8 | -16.3% | -13.8% | -4.7 | -8.3
CCOC(=O)c1cocc1C(=O)O | 0.1% | 5.3% | -1.2 | 19.1% | 15.3 | 3.0% | -6.3% | -4.7 | 11.1
CN1OC(COC(=O)c2ccc(Cl)cc2Cl)CC1c1ccccc1 (centres undefined) | 9.3% | ? | -6.5 | 8.0% | . | -1.9% | -7.4% | -1.0 | 2.3
COc1ccc([C@H]2CC(=O)C=C(c3ccc(Cl)c(C(F)(F)F)c3)C2)cc1OC | 9.1% | ? | 7.3 | 9.4% | 1.3 | -4.9% | -3.1% | -0.5 | -8.4
CC1(C)CC(NC(=O)C23CCC(C)(C(=O)C2=O)C3(C)C)CC(C)(C)N1 (centres undefined) | -4.2% | 15.1% | -6.3 | -1.5% | -4.0 | -1.3% | -6.2% | -2.1 | 6.7
Cc1cccc(Cc2nnc(NC(=O)c3cccc(S(=O)(=O)N4CCOCC4)c3)s2)c1 | 0.4% | 9.4% | -2.4 | -1.5% | 2.5 | -1.0% | -14.7% | 0.1 | 3.2
O=C(Nc1c2c(nn1-c1ccccc1)CSC2)c1ccc(N2C(=O)CCC2=O)cc1 | -2.4% | -1.5% | 0.3 | -16.9% | -8.1 | -10.8% | -11.0% | -0.4 | 5.7
CCOC(=O)c1cc(-c2ccc(OC(F)F)cc2)nc2c1c(=O)[nH]c(=O)n2C | 12.8% | 6.7% | 1.1 | 15.5% | -1.0 | 9.9% | -10.0% | -3.0 | 6.9
CC(C)C(=O)Nc1cccc(NC(=O)c2cccnc2)c1 | -0.4% | -9.4% | 1.8 | -3.8% | . | -2.1% | -6.0% | -0.1 | -18.8
CC1CCN(CCCNC(=O)c2ccc(CS(=O)(=O)Cc3ccccc3F)o2)CC1 | -6.2% | 0.0% | -9.3 | -1.9% | 10.9 | -13.0% | 1.0% | -0.2 | -18.7
O=C(CN1C(=O)C(=O)N(C2CCCC2)C1=O)Nc1ccccc1OC(F)F | 4.0% | 12.0% | 2.6 | 25.9% | 0.0 | 2.5% | -4.2% | -0.2 | 5.4
Cc1cnc(N)c2c(=O)oc3ccccc3c12 | 4.3% | 98.4%[activator] | 4.3 | -8.2% | -4.0 | 3.6% | -3.5% | -0.7 | 21.1
